# Bioassay records from PubChem.
# HIF activator: HIF pathway transcriptional activation; hit rate 0.32% among 300,000; activation, % at 7.5 µM (by protocol); AID 1910; U2OS HRE-luciferase reporter, luminescence; normalized: DMSO 0%, desferrioxamine 100%;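 active means mean activation of at least 10% of the iron chelator positive control signal, with at least half of replicates also reaching 10%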
# aSyn UTR inh: MLPCN primary screen, SNCA 5' untranslated region; alpha-synuclein 5'UTR reporter, inhibitor activity; inhibition, % (tested at 7.5 µM); hit rate 0.82% among 300,000; AID 1813; in the data active means inhibition above about 60%;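 further: H4 neuroglioblastoma cells stably carrying SNCA 5'UTR luciferase fusion; 0% = DMSO wells and 100% = positive control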
# TRPC4 PAM: allosteric potentiators of mouse TRPC4 channel. HEK293 TRPC4beta/mu-opioid, DAMGO EC20, Fluo-4 Ca2+ flux; active compounds read high. B-score at 10 µM. Q9QUQ5. hit rate 0.42% among 310,000;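 active means B-score of calcium response area above 5 SD of library B-scores, with initial fluorescence ratio within 5 SD of library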;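 further: B-score of integrated fluorescence ratio over time as area under calcium response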
# Target sequence (Q9QUQ5 whole entry, looked up): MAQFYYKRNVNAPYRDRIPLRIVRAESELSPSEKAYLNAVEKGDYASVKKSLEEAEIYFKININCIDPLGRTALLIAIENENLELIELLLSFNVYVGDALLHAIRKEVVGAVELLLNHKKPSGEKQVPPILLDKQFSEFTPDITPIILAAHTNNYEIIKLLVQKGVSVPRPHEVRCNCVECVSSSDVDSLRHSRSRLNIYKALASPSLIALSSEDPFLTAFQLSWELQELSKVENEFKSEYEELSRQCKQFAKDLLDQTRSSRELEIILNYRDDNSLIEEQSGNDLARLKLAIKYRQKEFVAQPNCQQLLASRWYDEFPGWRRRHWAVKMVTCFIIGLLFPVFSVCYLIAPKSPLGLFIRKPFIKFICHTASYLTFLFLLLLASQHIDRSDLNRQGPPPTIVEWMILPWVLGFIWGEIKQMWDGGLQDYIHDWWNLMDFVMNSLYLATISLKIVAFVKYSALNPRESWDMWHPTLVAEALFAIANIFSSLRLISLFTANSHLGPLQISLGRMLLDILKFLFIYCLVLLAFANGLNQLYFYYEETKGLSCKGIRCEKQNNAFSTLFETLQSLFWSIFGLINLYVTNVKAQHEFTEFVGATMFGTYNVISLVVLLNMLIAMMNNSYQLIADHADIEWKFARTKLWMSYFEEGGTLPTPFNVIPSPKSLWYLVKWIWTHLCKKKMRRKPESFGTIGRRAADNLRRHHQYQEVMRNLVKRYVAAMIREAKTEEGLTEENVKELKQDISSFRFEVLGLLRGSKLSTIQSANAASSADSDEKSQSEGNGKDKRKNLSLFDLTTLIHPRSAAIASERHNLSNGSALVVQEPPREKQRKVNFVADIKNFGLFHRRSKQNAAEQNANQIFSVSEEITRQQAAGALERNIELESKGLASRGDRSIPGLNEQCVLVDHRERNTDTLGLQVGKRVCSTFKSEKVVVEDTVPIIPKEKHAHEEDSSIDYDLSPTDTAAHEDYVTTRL
# TRPC4 act: activators of mouse TRPC4 channel; Q9QUQ5; HEK293 TRPC4beta/mu-opioid, Fluo4 calcium fluorescence; active compounds read high; AID 2237; B-score at 10 µM; hit rate 0.49% among 310,000;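 active means B-score above 5 SD of library B-scores, and initial fluorescence ratio not above library mean plus 5 SD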;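 further: positive B-score marks a calcium rise read as TRPC4 activation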
#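 Material: TRPC4beta and mu-opioid receptor HEK293 stable cells | Incubation: 45 min room-temperature Fluo4 loading, 110 s read | Detection: Kinetic Fluo4 calcium fluorescence | Measure: Integrated baseline-normalised fluorescence ratio, converted to per-well B score | Benchmarks: Low control buffer alone, high control maximal DAMGO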
# IEC-6 cytotox: kills IEC-6 intestinal cells in KLF5 counter-screen | IEC-6 cytotoxicity, luminescence viability | inhibition, % at 5 µM | hit rate 0.78% among 290,000 | AID 1825; in the data active means inhibition above about 22%;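 further: 0% = plate median of test compound wells and 100% = cytotoxic reference compound wells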
# TRPC4 inh: TRPC4 (mouse) channel inhibition | hit rate 0.39% among 300,000 | B-score at 10 µM | HEK293 TRPC4beta/mu-opioid, DAMGO-evoked Fluo4 calcium flux; active compounds read low | Q9QUQ5 | AID 2247;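 active means B-score over 3 SD under the library average, no early fluorescence shift, positive overall ratio signal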
#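 System: stable TRPC4beta/mu-opioid receptor HEK293 cells; Dosing: single-point compound dosing; Measured by: Fluo4 Ca2+ flux fluorescence; Read-out basis: per-well B score of integrated baseline-normalized Fluo4 ratio.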
# MrgX1 antagonist: antagonists of human MrgX1 receptor; B-score at 10 µM; MRGX1-HEK293 calcium flux, Fluo-4, BAM8-22 antagonism; active compounds read low; AID 588676; hit rate 1.3% among 310,000; Q96LB2;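 active means calcium-response B-score plate-corrected more than 3 library SD below zero, starting fluorescence within 5 deviations, no agonist response on first addition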;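 further: peak minus trough fluorescence over baseline after final BAM8-22 challenge near maximal dose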
# SKKanGAS inh: inhibitors of SKKanGAS S. pyogenes growth in kanamycin (SK-promoter or general growth effect); BacTiter-Glo, 6 h; inhibition, % at 7.5 µM; hit rate 1.3% among 300,000; AID 1662;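 active means mean replicate score, as percent of positive control median, at least 50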;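 further: strain carries kanamycin resistance gene driven by streptokinase promoter and grows in 40 µg/ml kanamycin; loss of luminescence reflects streptokinase promoter inhibition or plain growth inhibition; 0% = median of DMSO wells and 100% = positive control at its reference dose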
# TRPC6 inh: blocks the mouse TRPC6 cation channel; Q61143; HEK293-TRPC6, membrane potential dye, ACh-evoked depolarization; active compounds read low; B-score at 10 µM; hit rate 1.1% among 310,000; AID 2553;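 active means B-score under library mean minus 3 SD, initial fluorescence not abnormally high, positive integrated signal ratio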;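 further: B-score derived from integrated fluorescence ratio over the kinetic read; more negative B-score means stronger inhibition of depolarization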
# TRPC6 act: mouse TRPC6 channel activation; hit rate 0.13% among 310,000; B-score at 10 µM; AID 2550; Q61143; HEK293-TRPC6 membrane potential dye fluorescence; active compounds read high;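 active means B-score of the integrated fluorescence ratio above library mean plus 3 SD, and starting fluorescence ratio within library mean plus 5 SD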;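 further: higher score means more depolarization so channel activation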
# KLF5 inh: inhibitors of KLF5 expression | hit rate 0.23% among 290,000 | inhibition, % at 5 µM | DLD-1 KLF5 promoter-luciferase reporter, luminescence;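 active means inhibition above a per-plate limit of that plate's mean compound inhibition plus 3 SD, cut at about 60% in these data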;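 further: 0% = DMSO wells and 100% = LY294002 at 200 µM; higher means less KLF5 promoter-driven luciferase light; inactives centre near -14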
# Active calls of the source: *; i = inactive; / = not tested or not shown.
# Fields – TRPC4 act	TRPC6 inh	aSyn UTR inh	TRPC6 act	TRPC4 PAM	MrgX1 antagonist	KLF5 inh	IEC-6 cytotox	HIF activator	TRPC4 inh	SKKanGAS inh
O=C(O)C1C2C=CC(C2)C1C(=O)NCc1ccc2c(c1)OCO2 (stereo unspecified)
    i	i	15.6	i	i	i	-3.6	-3.6	-0.3	i	-2.8
CCN(CC)C(=O)CC(c1ccccc1)c1ccco1 (stereo unspecified)
    i	i	9.6	i	i	i	-1.6	4.5	-0.1	i	-3.8
CCCCC(CC)CNC(=O)c1ccc2c(c1)OCO2 (stereo unspecified)
    i	i	25.5	i	i	i	-14.0	-0.4	0.0	i	-6.3
Fc1cc(F)c(NC(=S)N2CCOCC2)c(F)c1
    i	i	7.8	i	i	i	-26.1	-3.8	1.5	i	-3.2
C=CCn1cc(CN2CCC(C(=O)Nc3cccc(-c4cccc(F)c4)c3)CC2)c(C)n1
    i	i	-0.5	i	i	i	-25.9	1.0	-0.3	i	10.2
O=C(O)c1cccc(NC(=O)c2ccc3c(c2)C(=O)N(CC2CCCO2)C3=O)c1 (stereo unspecified)
    i	i	18.1	i	i	i	-25.4	-1.4	-0.4	i	-2.0
CCOCC(=O)Nc1nnc(C2CCCCC2)s1
    i	i	-123.2	i	i	i	-88.1	-3.6	1.2	i	-3.5
O=C(COC(=O)C1=COCCO1)Nc1ccccc1
    i	i	-46.2	i	i	i	-23.4	0.0	1.6	i	-6.1
CC1(C)CC2CC(C)(CN2c2ncnc3ccc(Br)cc23)C1 (stereo unspecified)
    i	i	2.3	i	i	i	-11.6	5.0	-0.3	i	18.3
COc1ccc2[nH]c(CN3CCN(C(C)C)C(CCO)C3)c(C)c2c1 (stereo unspecified)
    i	i	12.2	i	i	i	-12.7	-2.9	0.2	i	-3.6
CN(C)S(=O)(=O)c1ccc2c(c1)c(=O)c(C(=O)NCCCN1CCCCCC1)cn2C
    i	i	-16.0	i	i	i	-5.4	2.0	-0.3	i	-8.8
Clc1cccc(N=C2NN=C(c3ccc4c(c3)OCCO4)CS2)c1
    i	i	/	i	i	i	-91.7	-1.6	/	i	21.6
COCCN1C(=O)c2ccccc2C(C(=O)N2CCN(c3ccccc3)CC2)C1c1ccc(F)cc1 (stereo unspecified)
    i	i	-2.2	i	i	i	-40.6	-8.8	1.5	i	-17.4
CN1CCN(CC(=O)N2N=C(c3cccs3)CC2c2ccco2)CC1 (stereo unspecified)
    i	i	14.2	i	i	i	1.6	-0.5	-2.6	i	-1.2
O=C(NC(=S)Nc1ccccn1)c1cccc([N+](=O)[O-])c1
    i	i	-89.3	i	i	i	-95.6	6.4	709.1*	i	1.9
Cc1ccc(SCCNS(=O)(=O)c2ccc3c(c2)OCCO3)cc1
    i	i	11.4	i	i	i	-9.2	-5.9	0.2	i	0.6
O=C(CSc1nc2ccc(Cl)cc2o1)NCc1ccc2c(c1)OCO2
    i	i	2.8	i	i	i	-16.3	1.5	-0.4	i	-2.5
COCCN1CCN(C(=O)C2CCC(=O)N(CCc3cccc(F)c3)C2)CC1 (stereo unspecified)
    i	i	-0.5	i	i	i	5.4	6.3	0.2	i	2.2
Cc1ccc(NC(=O)CSc2nc(NS(=O)(=O)c3ccccc3)cc(=O)[nH]2)cc1
    i	i	4.9	i	i	i	-10.7	1.2	0.4	i	2.3
O=C(NC(=S)NNC(=O)c1ccco1)c1ccc(Br)cc1
    121*	i	2.8	i	i	i	-3.3	19.4	0.1	-8*	55.4*
Cc1cccc(Nc2c([N+](=O)[O-])ccc3nonc23)c1
    i	i	32.3	i	i	i	-31.5	-1.3	-0.7	i	-0.1
C[C@H](C(=O)CC(=O)OC(C)(C)C)[C@H](O)c1ccccc1
    i	i	-43.5	i	i	i	-31.5	0.8	0.0	i	-1.0
COc1ccc(/C=C/C(=O)Nc2ccc(C34CC5CC(CC(O)(C5)C3)C4)cc2)cc1OC
    i	i	76.5*	i	i	i	-38.5	18.5	0.7	i	6.6
CCS(=O)(=O)N1Cc2ccccc2CC1C(=O)Nc1ccc(C)cc1 (stereo unspecified)
    i	i	-54.2	i	i	i	11.2	0.7	3.2	i	0.3
CC1CCN(C(=O)Cn2nnc(-c3ccc([N+](=O)[O-])cc3)n2)CC1
    i	i	2.3	i	i	i	-27.8	-1.3	0.5	i	-6.4
NC(=O)CC(NC(=O)Cc1ccc(Cl)cc1)c1ccc(NCCc2ccccc2F)c([N+](=O)[O-])c1 (stereo unspecified)
    i	i	5.0	i	i	i	/	/	-0.6	i	-1.0
COc1ccc(OC)c(NC(=S)NCCN2CCOCC2)c1
    i	i	-2.9	i	i	i	9.0	2.5	-0.1	i	1.1
O=C(c1ccc(COc2c(F)c(F)c(F)c(F)c2F)o1)N1CCOCC1
    i	i	2.6	i	i	i	-18.3	-3.3	-0.1	i	-2.3
CCCOc1ccc(/C=N/Nc2cc(N3CCOCC3)ncn2)c(O)c1
    i	i	3.1	i	i	i	79.3*	-2.1	-3.7	i	-10.5
CC(C)COc1ccc(C(=O)Nc2ccc(N3CCOCC3)cc2N2CCOCC2)cc1
    i	i	-0.5	i	i	i	-15.2	-5.3	-0.2	i	-3.7
COc1ccc(/C=C/C(=O)c2c(O)c(OC)c3occc3c2OC)cc1
    i	i	/	i	i	/	-14.0	0.9	/	i	-17.2
COc1ccccc1N1CCN(C(=O)C2CCN(S(=O)(=O)c3ccc(C)cc3)CC2)CC1
    i	i	0.2	i	i	i	-24.9	-6.2	-0.2	i	-2.7
CCc1ccc(NC(=O)CSc2nc3c(c(=O)n(C)c(=O)n3C)n2C)cc1
    i	i	1.6	i	i	i	7.5	2.0	0.3	i	-3.1
O=C(NC1CCCC1)C(c1ccccc1F)N(C(=O)c1ccco1)C1CCCC1 (stereo unspecified)
    i	i	11.7	i	i	i	11.0	2.3	-0.5	i	-6.2
NS(=O)(=O)c1ccc(CNC(=O)c2ccccn2)cc1
    i	i	3.2	i	i	i	-0.2	0.6	-0.3	i	-5.5
CCn1c(C(=O)N2CCC(C(=O)NCCCSC3CCCCC3)CC2)cc2sccc21
    i	i	33.4	i	i	i	-9.9	-6.6	-0.1	i	0.9
O=C(c1cccc(Cl)c1)N1CCC2(CC1)NCCc1[nH]cnc12
    i	i	4.5	i	i	i	-0.8	0.1	-0.1	i	-2.5
COc1ccccc1CCC(=O)Nc1cc(S(=O)(=O)N2CCCCC2)ccc1N1CCN(C)CC1
    134*	i	2.8	i	i	i	/	/	-0.3	i	-5.8
CC(=O)Nc1cccc(NS(=O)(=O)c2cccc3nsnc23)c1
    i	i	16.8	i	i	i	-25.2	-2.8	-0.3	i	-4.8
Cc1nn(-c2ccccc2)c2sc(C(=O)N(Cc3ccco3)C(C)C(=O)NC(C)(C)C)cc12 (stereo unspecified)
    i	i	17.8	i	i	i	-17.0	-7.2	-0.2	i	7.0
Nc1nonc1-c1nc2ccccc2n1Cc1ccc(F)cc1
    i	i	49.0	i	i	i	-44.3	10.1	0.4	i	-3.2
Cc1cc(C)cc(NC(=O)CCN2CC(C)OC(C)C2)c1 (stereo unspecified)
    i	i	-4.4	i	i	i	-27.4	-1.4	0.5	i	-16.1
O=C(Nc1cc2c3c(c1)CC(=O)N3CCC2)c1ccc(Cl)cc1
    i	i	-28.5	i	i	i	/	/	1.4	i	-3.5
Cc1ccc(C)c(N2C(=O)CS/C2=N\NC(=O)c2ccccc2Cl)c1
    i	i	-48.9	i	i	i	-18.6	-2.2	0.1	i	-4.5
Cc1cc(NC(=O)CSc2nc(-c3ccccc3Cl)nc3c2c(=O)n(C)c(=O)n3C)no1
    i	i	10.8	i	i	i	-27.9	-0.8	0.0	i	12.7
O=C(O)CCc1ccc(-c2ccc(Br)cc2)n1-c1ccc(O)cc1
    i	i	1.2	i	i	i	-27.8	-5.2	0.5	i	9.1
CN1C(=O)C(C)(C)c2cc(S(=O)(=O)N3CCN(c4ccccc4F)CC3)ccc21
    i	i	-8.0	i	i	i	-13.6	3.9	0.1	i	-2.9
Cc1cc(C(=O)Nc2ccc(Cl)cc2)c(C)n1Cc1cccs1
    i	i	-67.2	i	i	i	-174.3	13.2	1.9	i	23.8
CC(C)(C)NC(=O)N1CCC(CO)(Cc2ccccc2Cl)CC1
    i	i	14.5	i	i	i	-1.6	1.5	-0.6	i	-5.8
CCOc1ccccc1Nc1ncnc2ccc(Br)cc12
    i	i	17.8	i	i	i	-49.9	-2.6	-15.5	i	-5.6
Cc1cc(Nc2ccc(Br)cc2)n2nc(C)nc2n1
    i	i	18.7	i	i	i	9.2	4.2	0.1	i	0.7
Cc1ccc(S(=O)(=O)N2CCC(=O)N(C(CO)C(C)C)CC2)cc1 (stereo unspecified)
    i	i	-3.9	i	i	i	4.1	3.1	0.3	i	-1.6
CNC(=O)C1CC(=O)N(CCc2ccc(C)cc2)C1 (stereo unspecified)
    i	i	-5.0	i	i	i	-58.7	-2.2	0.7	i	-1.4
Cc1ccc(Cc2cnc(NC(=O)C3CCCO3)s2)cc1 (stereo unspecified)
    i	i	-34.9	i	i	i	-229.7	-5.6	1.2	i	3.7
CCCc1ccc(OCc2ccc(C(=O)NN)o2)c(OC)c1
    i	i	-84.0	i	i	-5.27*	-132.0	-2.5	5.0	i	0.8
O=C(Cc1c(O)c2ccccc2[nH]c1=O)NCc1ccccc1
    i	i	5.9	i	i	i	20.1	2.5	-0.2	i	-1.0
O=S(=O)(Cc1ccccc1)N1CCCC(c2nc(-c3ccc(F)cc3)no2)C1 (stereo unspecified)
    i	i	-25.6	i	i	i	-14.4	2.0	0.0	i	-5.5
O=C(O)c1cccc(N2C(=O)CSC2c2ccccc2)c1 (stereo unspecified)
    i	i	-24.8	i	i	i	-30.9	2.0	-0.3	i	-8.8
O=C(CNC(=O)c1cccs1)NCC(=O)OCC(=O)c1ccc([N+](=O)[O-])cc1
    i	i	-12.3	i	i	i	-17.3	-8.6	-0.1	i	1.6
CC1(C)Cc2ccccc2-c2nnc(SCC(=O)Nc3nc4ccccc4s3)n21
    i	i	-26.4	i	i	i	-22.0	1.6	0.2	i	20.6
Cc1ccc(C)c(OCc2cc(C(=O)N3CCN(c4cnccn4)CC3)no2)c1
    i	i	5.3	i	i	i	-34.4	-1.6	-0.3	i	1.9
